Pol III holo inh – inhibitors of bacterial DNA polymerase III holoenzyme; actives 0.25% (n = 71,000); reconstituted DNA polymerase III holoenzyme replication, biochemical; Potency, µM (highest dose often 57.1 µM), for the others: at the top dose activity change, negative = inhibition; also: potency is read from the fitted curve at half-maximal effect; % is scaled to controls: 0 for no effect and ±100 for the full control effect
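Reconstituted *E. coli* holoenzyme (0.35 nM Pol III, 1 nM beta, 154 nM SSB, 2 nM primase) was preincubated with compound for 15 min at RT. Synthesis on 1.4 nM ssM13Gori ran 35 min, then was stopped with PicoGreen/EDTA and read as dsDNA fluorescence.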
ALOX15 inhib – inhibitors of human 15-lipoxygenase (ALOX15); P16050; purified 15hLO-1, xylenol orange hydroperoxide absorbance; Potency, µM (highest dose often 57.1 µM), without a hit: at the highest dose activity change, negative = inhibition, usual class: inhibitors; actives 1.4% (n = 74,000); AID 887; also: potency is read from the fitted curve at half-maximal effect; % is scaled to controls: 0 for no effect and ±100 for the full control effect; nearly all actives have a fitted effect of over 55% in size
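Hydroperoxide formed from arachidonic acid (50 uM) by purified human 15hLO-1 (40 nM) oxidizes ferrous iron, and the ferric-xylenol orange complex is read at 573 versus 405 nm. Compounds were preincubated 15 min; reaction ran 6 min at room temperature.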
Epigenetic mod – derepresses silenced GFP locus in mouse C127i cells; mouse C127i GFP locus derepression, cytometry, 30 h; Potency, µM (top dose mostly 46.1 µM), inactives show at the top dose GFP derepression (activation); actives 0.09% (n = 68,000); AID 597; also: % of control where 0% means no effect
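Locus derepression in mouse mammary C127i cells whose integrated CMV-GFP reporter is normally silent; GFP expression after 30 h compound treatment was quantified by counting fluorescent cells.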
BRCT PPI red – disrupts BRCA1 BRCT binding to phosphoprotein, red fluorophore readout; BRCT-phosphopeptide binding, red fluorescence polarization; Potency, µM (series often up to 76.9 µM), without a hit: top-dose activity change, negative = inhibition, usual class: inhibitors; actives 0.03% (n = 75,000); also: % is scaled to controls: 0 for no effect and ±100 for the full control effect
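Rhodamine-labelled pBACH1 10-mer (100 nM) bound to BRCT domain (100 nM) at pH 7.3; compounds incubated 12 min room temperature, polarization read. Free peptide defines full inhibition; unlabelled decapeptide titrated as control.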
HBB splice mod – modulators of hemoglobin beta chain splicing; actives 0.06% (n = 65,000); Potency, µM (series often up to 46.1 µM), for inactives: at the top dose activation, usual class: activators; AID 925; HBB splicing reporter cell assay, activation; EGFP reporter with mutant IVS2-654 intron; response scale: normalised to 500 nM splice-correcting PNA; also: potency is read from the fitted curve at half-maximal effect; 0% is about no effect
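HeLa cells stably expressing EGFP interrupted by mutant beta-globin intron 2 (IVS2-654), 500/well in 2% FCS. Treated with compound for 2 days at 37C. Splicing correction scored as total well GFP intensity (488 nm excitation, 500-520 nm emission); 500 nM antisense PNA served as control.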
HADH2 inhib – HADH2 (human) dehydrogenase inhibition. AID 886. Q99714. actives 3.4% (n = 73,000). recombinant HADH2, NADH fluorescence, beta-hydroxybutyryl-CoA. Potency, µM (titrated, usually from 57.1 µM), without a hit: top-dose activity change, negative = inhibition, hits mostly inhibitors; also: potency is read from the fitted curve at half-maximal effect; % is scaled to controls: 0 for no effect and ±100 for the full control effect; nearly all actives have a fitted effect of over 60% in size; many of its hits are not listed in these tables
Target sequence (Q99714 whole entry, looked up, one chain of several): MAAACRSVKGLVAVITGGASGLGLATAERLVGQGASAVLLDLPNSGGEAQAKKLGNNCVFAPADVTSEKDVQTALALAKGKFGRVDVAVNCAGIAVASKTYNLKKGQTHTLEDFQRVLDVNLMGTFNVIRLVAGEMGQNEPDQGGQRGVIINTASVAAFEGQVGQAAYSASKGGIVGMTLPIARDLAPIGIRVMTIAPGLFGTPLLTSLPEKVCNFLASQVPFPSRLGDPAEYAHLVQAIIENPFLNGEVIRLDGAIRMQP
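E. coli-expressed His-tagged HADH2 tested at 20 nM in alkaline Tris buffer (pH 9.0); oxidation of 90 uM beta-hydroxybutyryl-CoA with 1 mM NAD+ tracked fluorimetrically for 4 min.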
Ub-GFP proteasome – proteasome inhibitors stabilizing ubiquitin-GFP reporter | Ubiquitin-GFP reporter cells, proteasome inhibition, GFP fluorescence; response scale: untreated = 0%, 10 µM MG-132 = 100% | Potency, µM (highest dose often 45.9 µM), for the others: top-dose activation (GFP accumulation), most hits filed as activators | 67,000 tested, under 10 active | AID 526; active = well fitted activation curve with a large enough effect, not every such curve was filed as active; inconclusive = small, poorly fitted or top-dose-only effect, or another doubt; inactive = no such curve, though single readings can be large or run the other way; also: potency is read from the fitted curve at half-maximal effect
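Proteasome blockade was scored as a rise in GFP-expressing U2OS cells carrying a ubiquitin(G76V)-GFP construct, imaged after 4 hr compound treatment at 37 °C across a 46 uM–2.9 nM series.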
CRE-bla Fsk – CRE-bla signaling modulation under forskolin stimulation | CHO CRE-bla reporter (cAMP response element driving beta-lactamase), forskolin EC10, beta-lactamase ratio | Potency, µM (titrated, usually from 38.2 µM), without a hit: at the top dose activity change, negative = inhibition, actives largely listed as activators | actives 2.5% (n = 71,000) | AID 662; active = well fitted activation curve with a large enough effect in the signal ratio, with a control signal flat, not every such curve was filed as active; inconclusive = small, poorly fitted or top-dose-only effect, or effect the other way, or a change in a side signal; the % refers to the signal ratio; also: potency is read from the fitted curve at half-maximal effect; % of control where 0% means no effect
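The 460nm/530nm emission ratio after CCF4 loading defined %Activity, from which AC50 values were obtained. CRE-bla CHO cells received compound dilution series together with an EC10 level of NKH 477 for 3 hours at 37 degrees Celsius.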
BRCT inh green – inhibitors of human BRCA1 BRCT-phosphoprotein interaction (green fluorophore) | actives 0.05% (n = 75,000) | Potency, µM (series often up to 76.9 µM), for inactives: top-dose activity change, negative = inhibition, hits mostly inhibitors | P38398 | AID 875 | BRCA1 BRCT-phosphopeptide binding, green fluorescence polarization;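 also: potency is read from the fitted curve at half-maximal effect; plate controls were peptide without protein for full effect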
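Fluorescence polarization: His-tagged BRCT (~35 kDa BRCA1 C-terminus, 250 nM) bound to 100 nM fluorescein-labeled phosphorylated 10-aa BACH1 peptide, pH 7.3 phosphate buffer with DTT and Tween 20. Compounds incubated 12 min at room temperature; inhibition read as lowered polarization.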
USP2a inh – blocks human ubiquitin-specific protease USP2a. USP2a enzymatic assay, qHTS inhibition. Potency, µM (doses to about 38.3 µM), inactives show at the top dose activity change, negative = inhibition, most hits filed as inhibitors. actives 0.1% (n = 60,000). AID 927;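 also: potency is read from the fitted curve at half-maximal effect; nearly all actives have a fitted effect of over 60% in size; plate controls were DMSO for no effect and NEM full inhibition control for full effect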
Target sequence (O75604 whole entry, looked up): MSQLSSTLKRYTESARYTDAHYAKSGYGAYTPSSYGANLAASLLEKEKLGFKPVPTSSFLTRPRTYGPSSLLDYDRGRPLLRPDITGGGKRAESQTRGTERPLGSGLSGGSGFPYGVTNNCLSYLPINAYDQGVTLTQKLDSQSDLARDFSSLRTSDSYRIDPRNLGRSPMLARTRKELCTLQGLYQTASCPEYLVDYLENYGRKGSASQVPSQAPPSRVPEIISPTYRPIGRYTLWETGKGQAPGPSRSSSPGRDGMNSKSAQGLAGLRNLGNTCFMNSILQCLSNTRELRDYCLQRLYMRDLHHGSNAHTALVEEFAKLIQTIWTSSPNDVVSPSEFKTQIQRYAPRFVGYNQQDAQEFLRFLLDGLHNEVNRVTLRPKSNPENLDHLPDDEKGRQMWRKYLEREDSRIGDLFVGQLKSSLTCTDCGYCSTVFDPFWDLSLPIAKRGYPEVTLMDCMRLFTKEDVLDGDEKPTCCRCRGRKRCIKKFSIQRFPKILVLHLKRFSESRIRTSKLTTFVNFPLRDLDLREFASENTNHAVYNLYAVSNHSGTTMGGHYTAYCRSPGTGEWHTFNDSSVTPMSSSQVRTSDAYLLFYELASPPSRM
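Inhibition is measured in a cell-free coupled assay with 20 nM USP2 core, 20 nM Ub-PLA2 and 20 uM NBD C6-HPC, 2.5 h incubation. Activity normalized to NEM control.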
Hsp90 Hop PPI – changes Hsp90-Hop TPR2A binding signal, up or down; actives 0.44% (n = 71,000); Potency, µM (doses to about 57 µM), without a hit: top-dose activity change, negative = inhibition; AID 595; AlphaScreen TPR2A-His6 binding biotin-Hsp90 C-terminal peptide; active = well fitted curve in either direction with a large enough effect; inconclusive = small, poorly fitted or top-dose-only effect, or another doubt; also: potency is read from the fitted curve at half-maximal effect; % is scaled to controls: 0 for no effect and ±100 for the full control effect; many of its hits are not listed in these tables
* hit, by the source's call; ? = inconclusive; nt = no result given; [ ] = remark or other dose. Unless noted, calls follow the shape of the dose curve; as a rule, active = well fitted curve in the direction sought with a large enough effect; inconclusive = small, poorly fitted or top-dose-only effect, or another doubt; inactive = no such curve, though single readings can be large; an effect the other way counts as inactive or inconclusive. The list is partial. The share of hits here may be higher or lower than overall.

No.	smiles	Pol III holo inh	ALOX15 inhib	Epigenetic mod	BRCT PPI red	HBB splice mod	HADH2 inhib	Ub-GFP proteasome	CRE-bla Fsk	BRCT inh green	USP2a inh	Hsp90 Hop PPI
1	CC(C)C[C@@H](CC(=O)N[C@@H](CCC(=O)O)CC(=O)O)NC(=O)[C@@H]1CCCC[C@H]1NC(=O)C[C@H](CCCN)NC(=O)C[C@H](Cc1c[nH]c2ccccc12)NC(=O)[C@@H]1CCCC[C@H]1N	1%	nt	nt	nt	-0.1%	15%	nt	-15%	nt	nt	-19%
2	O=C1OC(N2CCN(Cc3ccccc3)CC2)c2ccccc21 (configuration not stated)	-8%	8%	-2%	-0.4%	-1.7%[0.369 µM]	-5%	nt	3%	0.0%	0%	1%
3	CCOC(=O)c1ccc2c(c1)C(=O)N(C1CCCCC1)C2=O	4%	-19%	0%	-0.7%	0.3%[9.22 µM]	7%	12%	3%	-2.2%	-4%	?
4	Cc1oc2nc(SCC(=O)NCc3cccnc3)nc(N)c2c1C	-6%	9%	-4%	1.1%	-1.5%	5%	-5%	?	-1.3%	0%	-3%
5	CCOCCCNC(=O)c1ccccc1SC	-7%	7%	-3%	-1.4%	0.5%	5%	-2%	2%	-1.0%	3%	-3%
6	COc1cccc(C2CC(c3ccccc3Cl)Nc3nc(N)nn32)c1 (configuration not stated)	-8%	15%	6%	0.0%	1.6%[57.5 µM]	10%	3%	?	-1.1%	15%	-9%
7	O=C(NC1CCCCCC1)c1nnc(Cc2ccc(Cl)cc2)o1	2%	-1%	-2%	1.0%	0.8%	-8%	10%	-2%	-2.3%	nt	2%
8	O=C(OCC(=O)N1CCN(C(=O)COC(=O)c2ccncc2)CC1)c1ccncc1	-6%	4%	0%	-1.6%	-1.2%	4%	?	?	0.5%	-6%	-1%
9	O=C(Nc1ccccc1C(=O)NCc1ccco1)c1ccco1	5%	10%	0%	-0.9%	0.1%[57.5 µM]	-4%	-5%	18%	1.0%	2%	-1%
10	CCN(CC)CCNC(=O)c1cc2c(=O)n(C)c3ccccc3c2n1C	-23%	?	nt	-4.9%	-0.5%	?	17%	?	6.8%	nt	-1%[2.3 µM]
11	COc1ccc(-n2c(Cc3cccn3C)nnc2SCC(=O)Nc2cccc(NC(C)=O)c2)cc1	-2%	-6%	0%	-0.7%	-0.6%	8%	-2%	-9%	-0.5%	18%	-5%
12	CCSCCOC(=O)C1=C(C)NC2=C(C(=O)CCC2)C1c1coc2ccccc2c1=O (configuration not stated)	2%	-7%	0%	-0.4%	-0.8%	-3%	6%	11%	-2.0%	26%	?
13	COC(=O)NC(/C(C(=O)OC)=C(\C)NCc1ccccc1)c1cccs1 (configuration not stated)	nt	?	nt	0.0%[15.4 µM]	5.0%[9.22 µM]	6%[11.4 µM]	nt	nt	-2.6%[15.4 µM]	nt	nt
14	COC(=O)c1ccccc1NC(=O)N1c2ccccc2CC1C (configuration not stated)	2%	0%	2%	-1.5%	0.1%	-16%	5%	?	-2.2%	-13%	?
15	O=C(NC1CCCC1)C1c2ccccc2C(=O)N1C1CCCCC1 (configuration not stated)	0%	0%	2%	1.1%	4.0%[1.84 µM]	19%	-11%	21%	-1.8%	-3%	0%

No.	smiles	Pol III holo inh	ALOX15 inhib	Epigenetic mod	BRCT PPI red	HBB splice mod	HADH2 inhib	Ub-GFP proteasome	CRE-bla Fsk	BRCT inh green	USP2a inh	Hsp90 Hop PPI
16	Cc1ccc(-c2cc(C(=O)NC3=NCCS3)c3cc(Br)ccc3n2)o1	-3%	13µM*	?	0.0%	-0.5%	25µM*	-1%	?	2.0%	19%	-20%
17	O=C(CN1C(=O)c2ccccc2S1(=O)=O)N1CCN(c2ccccc2)CC1	4%	-23%	2%	-0.6%	-0.2%	1%	3%	-2%	-6.3%	1%	-2%
18	CCCc1nc2ccccc2c(=O)n1/N=C/c1ccc(O)c(O)c1	6%	-3%	0%	1.0%	-2.1%	3%	-1%	?	0.1%	4%	-2%
19	Cc1cc(C)n(-c2ccc(C(=O)Oc3ccc4c(c3)OCO4)cc2)n1	-6%	4%	0%	-1.0%	0.2%[57.5 µM]	23%	2%	7%	0.8%	2%	16%
20	Cn1c(C(=O)NCCc2c[nH]c3ccccc23)cc2sccc21	0%	?	-2%	-1.2%	0.5%	-6%	-3%	-3%	-8.8%	nt	-13%
21	CC(=O)Nc1ccc(OC(=O)c2cccnc2)cc1	-5%	-2%	1%	-4.0%	-3.1%	3%	-2%	-10%	-3.3%	-4%	-2%
22	COc1ccc(C2=CC(c3ccc(Cl)cc3)n3cnnc3N2)cc1OC (configuration not stated)	-11%	-25%	0%	-0.5%	-0.1%	-13%	3%	?	-14%	84%[activator]	1%
23	CC(Cc1ccccc1)C(=O)N(C)Cc1ccccc1 (configuration not stated)	7%	1%	nt	-1.1%	1.2%	-4%	nt	-7%	-1.8%	nt	1%
24	Cc1ccc(S(=O)(=O)N(CCO)Cc2cc3ccc(C)c(C)c3[nH]c2=O)cc1	-8%	5%	2%	-1.0%	0.7%[57.5 µM]	210%[activator]	1%	11%	3.5%	nt	-1%
25	COc1ccc(Oc2ncc3ncc(=O)n(-c4ccc(OC)cc4)c3n2)cc1	-7%	12%	14%[9.22 µM]	1.2%	1.2%	-9%	4%	-17%	2.2%	96%[activator]	-4%
26	CCOC(=O)c1c(NCc2ccc3c(c2)OCO3)c2ccccc2[nH]c1=O	7%	-3%	8%	0.7%	0.3%	-2%	3%	17%	1.5%	19%	0%
27	O=C(CSc1nc2ccccc2n1CC(=O)N1CCCC1)Nc1ccc2c(c1)OCO2	-2%	-2%	-2%	-1.2%	-1.2%	1%	-9%	-2%	-0.9%	28%	0%
28	CCc1nnc(NC(=O)CSc2nnc(-c3ccoc3C)n2CC(C)C)s1	0%	?	-2%	0.3%	2.1%	79%[activator]	-3%	8%	0.6%	25%	-6%
29	O=C(CSc1nc(-c2ccco2)cc(C(F)(F)F)n1)Nc1ccc2c(c1)OCO2	-6%	-6%	0%	0.6%	nt	8%	-2%	?	-1.9%	20%	-3%
30	Cc1ccc(NCc2nnc(SCC(=O)c3ccc4c(c3)OCCO4)o2)c(C)c1	-1%	-18%	-2%	-0.9%	0.0%[57.5 µM]	3%	3%	-5%	0.0%	nt	0%

No.	smiles	Pol III holo inh	ALOX15 inhib	Epigenetic mod	BRCT PPI red	HBB splice mod	HADH2 inhib	Ub-GFP proteasome	CRE-bla Fsk	BRCT inh green	USP2a inh	Hsp90 Hop PPI
31	CC(C)c1[nH]nc2c1C(c1cccc(OC(=O)N3CCOCC3)c1)C(C#N)=C(N)O2 (configuration not stated)	-6%	-23%	-2%	-0.4%	-0.9%	-7%	2%	1%	0.0%	20%	-3%
32	COCCOC(=O)C1=C(C)NC(=O)N(C(C)=O)C1c1ccc(Cl)cc1 (configuration not stated)	-3%	-2%	1%	-0.3%	0.8%	2%	5%	?	-1.9%	4%	4%
33	NC(=O)c1ccc[n+]([C@@H]2O[C@H](COP(=O)([O-])OP(=O)(O)OC[C@H]3O[C@@H](n4cnc5c(N)ncnc54)[C@@H](O)[C@@H]3O)[C@@H](O)[C@@H]2O)c1	-2%[25.6 µM]	5%[25.6 µM]	-2%[20.6 µM]	0.2%[34.4 µM]	1.9%[20.6 µM]	-3%[25.6 µM]	13%[20.5 µM]	-3%[17.1 µM]	0.1%[34.4 µM]	-7%[17.1 µM]	-1%[26 µM]
34	COc1ccc(-n2nc(C(=O)NCC(=O)N3CCN(c4ccccn4)CC3)c3ccccc3c2=O)cc1	-11%	-7%	-3%	-0.2%	0.0%	7%	3%	?	-2.8%	27%	-1%
35	COC(=O)c1[nH]c2cc(OC)ccc2c1NC(=O)CN1CCOCC1	-4%	13%	7%	-0.6%	-1.6%[57.5 µM]	-3%	-6%	?	-0.5%	-1%	-1%
